TR SRC2 fluor cs = Total Fluorescence Counterscreen for Inhibitors of the Interaction of Thyroid Hormone Receptor and Steroid Receptor Coregulator 2 | TRb/SRC2 Texas Red total fluorescence interference | Potency, µM (top dose mostly 106 µM), for the others: top-dose fluorescence change, negative = quenching | actives 0.29% (n = 280,000) | AID 1479, 2009; active means well fitted curve in either direction with a large enough effect; inconclusive means small, poorly fitted or top-dose-only effect
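Flags fluorescent or light-absorbing compounds by total fluorescence, S + 2P, at 555 nm excitation and 632 nm emission. Mixture: 20 nM Texas Red SRC2 peptide, 0.6 uM human TRb LBD, 1 uM T3, 5% DMSO; compound exposure 5 h at ambient temperature.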
TRb-SRC2 inh = qHTS for Inhibitors of the Interaction of Thyroid Hormone Receptor and Steroid Receptor Coregulator 2; actives 0.065% (n = 280,000); Thyroid hormone receptor beta (Homo sapiens), P10828; Potency, µM (top dose mostly 106 µM), for inactives: at the top dose activity change, negative = inhibition, hits mostly inhibitors; AID 1469, 2008; TRbeta-SRC2 peptide binding, fluorescence polarization; receptor liganded with 1 µM T3;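 further: plate controls were bound peptide for no effect and peptide without receptor for full effect; nearly all actives have a fitted effect of over 50% in size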
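TRb LBD 0.6 uM + Texas Red SRC2 peptide 20 nM, 1 uM T3, Tris buffer w/ 5% DMSO; compound pinned, 5 h RT; FP read ex 555/em 632; normalized to unbound and bound controls.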
GAA glycogen = qHTS Assay for Inhibitors and Activators of Human alpha-Glucosidase Cleavage of Glycogen | Lysosomal alpha-glucosidase (Homo sapiens), P10253 | Potency, µM (titrated, usually from 76.4 µM), without a hit: at the top dose activity change, negative = inhibition, actives largely listed as inhibitors | actives 0.38% (n = 300,000) | recombinant GAA, glycogen substrate, Amplex Red glucose oxidase fluorescence;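 further: 0% = full enzyme reaction and -100% = no-enzyme basal signal; the screen sought inhibitors and activators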
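Recombinant human alpha-glucosidase (4 nM final) hydrolysed bovine liver glycogen (30 ug) for 40 min at 37 C in pH 5.0 citrate/phosphate with 0.01% Tween-20. Released glucose detected by glucose oxidase/Amplex Red, Ex 573/Em 610 nm. Compounds up to 77 uM; AC50 from Hill fits.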
L3MBTL1 inh = qHTS Assay for the Inhibitors of L3MBTL1; Potency, µM (top dose mostly 57.1 µM), inactives show at the top dose activity, negative = inhibition, usual class: inhibitors; actives 0.66% (n = 230,000); Lethal(3)malignant brain tumor-like protein 1 (Homo sapiens), Q9Y468; AID 485360, 2010; AlphaScreen L3MBTL1–H3K9me1 peptide binding; further: nearly all actives have a fitted effect of over 60% in size
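L3MBTL1 50 nM + b-AHA-H3(1-15)K9me1 75 nM, 30 min RT; compound added, 30 min RT; streptavidin donor/Ni-chelate acceptor beads 10 ug/mL each final, 30 min RT dark; AlphaScreen read.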
GoLoco inh red = qHTS Assay for Inhibitors of RGS12 GoLoco Motif Activity (Red Fluorophore); Gai1:RGS12 GoLoco peptide FP, rhodamine, 10 min; actives 0.44% (n = 230,000); Guanine nucleotide-binding protein G(i) subunit alpha-1 (Homo sapiens), P63096; AID 880, 2007; Potency, µM (titrated, usually from 61.6 µM), without a hit: top-dose activity, negative = inhibition, hits mostly inhibitors; active means well fitted inhibition curve with a large enough effect, not every such curve was filed as active; inactive means no such curve, though single readings can be large or run the other way; further: nearly all actives have a fitted effect of over 30% in size; many of its hits are not listed in these tables
Target sequence (P63096 whole entry, looked up): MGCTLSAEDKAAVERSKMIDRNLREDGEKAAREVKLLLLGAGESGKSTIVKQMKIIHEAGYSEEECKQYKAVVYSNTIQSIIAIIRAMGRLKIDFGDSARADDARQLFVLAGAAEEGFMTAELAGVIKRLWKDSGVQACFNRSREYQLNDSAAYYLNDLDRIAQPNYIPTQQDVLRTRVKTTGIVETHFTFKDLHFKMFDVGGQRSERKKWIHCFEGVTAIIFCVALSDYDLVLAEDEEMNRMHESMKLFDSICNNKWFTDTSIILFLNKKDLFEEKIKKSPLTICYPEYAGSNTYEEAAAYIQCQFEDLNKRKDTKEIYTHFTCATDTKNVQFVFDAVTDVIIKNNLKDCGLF
GAA spleen mod = qHTS Assay for Inhibitors and Activators of Human alpha-Glucosidase From Spleen Homogenate; actives 0.006% (n = 240,000); AID 2112, 2009; human spleen homogenate, 4-MU-alpha-glucoside fluorescence; Potency, µM (series often up to 79.9 µM), inactives show at the top dose activity change, negative = inhibition, actives largely listed as inhibitors;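 further: 0% = enzyme with vehicle and -100% = no enzyme basal signal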
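Human spleen homogenate (1 ug) incubated with compounds and 1 mM 4-methylumbelliferyl-alpha-D-glucopyranoside in pH 5.0 citrate/phosphate buffer, 37 C, 40 min. Stopped at pH 10; 4-MU fluorescence (Ex 365/Em 440 nm); AC50 by Hill fit.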
RECQ1 helicase = qHTS Assay for Inhibitors of RecQ-Like Dna Helicase 1 (RECQ1); RECQ1 DNA unwinding, red fluorescence kinetic read; ATP-dependent DNA helicase Q1 (Homo sapiens), P46063; Potency, µM (doses to about 57.3 µM), inactives show top-dose activity, negative = inhibition, hits mostly inhibitors; actives 0.54% (n = 240,000);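 further: plate controls were vehicle for no effect and no enzyme for full effect; nearly all actives have a fitted effect of over 30% in size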
Target sequence (P46063 whole entry, looked up): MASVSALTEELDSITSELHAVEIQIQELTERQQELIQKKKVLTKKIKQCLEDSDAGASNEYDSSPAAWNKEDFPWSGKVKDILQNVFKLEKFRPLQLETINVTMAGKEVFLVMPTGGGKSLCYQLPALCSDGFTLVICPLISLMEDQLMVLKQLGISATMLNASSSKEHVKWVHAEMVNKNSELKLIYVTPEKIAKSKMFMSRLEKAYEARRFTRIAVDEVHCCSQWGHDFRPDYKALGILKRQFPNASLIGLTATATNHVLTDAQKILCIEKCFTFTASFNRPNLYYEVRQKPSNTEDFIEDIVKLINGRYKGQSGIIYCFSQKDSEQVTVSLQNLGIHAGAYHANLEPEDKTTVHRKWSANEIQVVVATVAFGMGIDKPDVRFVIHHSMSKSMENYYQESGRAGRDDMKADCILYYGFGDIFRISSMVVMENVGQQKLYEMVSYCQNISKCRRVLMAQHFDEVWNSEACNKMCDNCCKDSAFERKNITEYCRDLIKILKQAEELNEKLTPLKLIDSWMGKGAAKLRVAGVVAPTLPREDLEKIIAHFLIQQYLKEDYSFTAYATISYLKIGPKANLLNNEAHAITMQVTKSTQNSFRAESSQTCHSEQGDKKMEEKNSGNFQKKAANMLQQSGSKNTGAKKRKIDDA
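50 nM RECQ1T1 preincubated 15 min with compound in Tris pH 8.0 buffer with MgCl2, DTT, Tween-20 and 2.5 ug/ml poly(dI-dC); started with 200 nM TAMRA/BHQ-2 forked duplex and 2 mM ATP. Unwinding read as fluorescence (525/598 nm), two reads 2 h apart.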
GAA inhib = qHTS Assay for Inhibitors of Human alpha-Glucosidase as a Potential Chaperone Treatment of Pompe Disease; Lysosomal alpha-glucosidase (Homo sapiens), P10253; purified human GAA, 4-MU-alpha-glucoside fluorescence; Potency, µM (top dose mostly 76.9 µM), inactives show at the top dose activity change, negative = inhibition, most hits filed as inhibitors; actives 0.005% (n = 200,000); AID 1466, 2008;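 further: plate controls were uninhibited enzyme wells for no effect and no-enzyme background for full effect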
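Human enzyme at 4 nM with 400 uM 4-methylumbelliferyl-alpha-D-pyranoside, citrate/phosphate buffer pH 5.0, 0.005% Tween-20, 20 min at room temperature. Compounds up to 77 uM. 4-MU fluorescence (Ex 365/Em 440) read after NaOH/glycine stop; AC50 from Hill fit.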
* marks the source's active call; other numbers are inactive results; i = inactive; ? = inconclusive; · = not tested or not shown; [ ] = another dose, or the depositor's remark. Unless noted, the call rests on the fitted dose curve; in most records, active means well fitted curve in the direction sought with a large enough effect; inconclusive means small, poorly fitted or top-dose-only effect, or another doubt; inactive means no such curve, though single readings can be large; an effect the other way counts as inactive or inconclusive. Unless noted, on the % scale 0 is the no-effect control and ±100 the full control effect; potency means the concentration at half of the fitted maximal effect.

SMILES	TR SRC2 fluor cs	TRb-SRC2 inh	GAA glycogen	L3MBTL1 inh	GoLoco inh red	GAA spleen mod	RECQ1 helicase	GAA inhib
CCOC(=O)C1(CCCc2ccccc2)CCN(C(=O)[C@@H]2C[C@@H](C)NC(=S)N2)CC1	-3%	2%	-6%	-1%	4%	-4%	i	7%
O=C(Cc1cccs1)Nc1cccnc1	1%	0%	-9%	5%	1%	-13%	-10%	-1%
Cc1[nH][nH]c(=O)c1C(c1ccc(-c2ccc(Cl)cc2Cl)o1)c1c(C)[nH][nH]c1=O	-8%	?	?	·	-13%	-1%	?	3%
COc1ccc(CNC(=O)[C@H](C)NC(=O)C2CCN(S(=O)(=O)c3ccc(C)cc3)CC2)cc1	-4%	3%	0%	·	-1%	-14%	-2%	-10%
COc1cccc(C2/C(=C(/O)c3cnn(-c4ccccc4)c3C)C(=O)C(=O)N2CCN(C)C)c1 (centres undefined)	-1%	-2%	3%	9%[11.4 µM]	-2%	-2%	-1%	-5%
CC1=NN(c2ccccc2)C(=O)/C1=C/c1c(O)n(-c2ccc(F)c(Cl)c2)[nH]c1=O	?	7%	-15%	-29%	9%	-13%	-6%	-11%
COC(=O)C(CCCCN1C(=O)C2C3C=CC(C3)C2C1=O)N1C(=O)C2C3C=CC(C3)C2C1=O (centres undefined)	-5%	-5%	-13%	1%	1%	-3%	5%	5%
CCCN(CCC)C(=O)Cn1c(=O)c2ccccc2n2c(=S)sc(-c3ccccc3C)c12	-1%	-5%	12%	-1%	6%	-3%	-5%	11%
CC(C)OC(=O)C1=C2SCC(=O)N2C(N)=C(C#N)C1	-1%	-7%	-6%	3%	109%[activator]	3%	-8%	-3%
O=C(NCCCn1ccnc1)C(Cc1ccccc1)N1C(=O)c2ccccc2C1=O (centres undefined)	2%	-25%	-6%	-10%	0%	-2%	-12%	1%
COc1ccc2oc(=O)c(C(=O)N3CCCc4ccccc43)cc2c1	-2%	-7%	2%	·	2%	2%	i	2%
O=C(CCCn1c(=O)[nH]c2cc(Cl)ccc2c1=O)NCCCN1CCN(c2ccc(F)cc2)CC1	-4%	-10%	1%	·	5%	-2%	0%	3%
Cc1cc(C)cc(SCc2noc(C(=O)NCCCN3CCOCC3)c2C(=O)NCCCN2CCOCC2)c1	-3%	0%	6%	·	3%	6%	-10%	·
COc1cc(C/C=C\c2ccccc2)c(OC)cc1O	-3%	7%	·	·	-2%	-6%	?	·
O=C(NCCCNCc1ccccc1)/C(=N\O)c1ccccc1	-1%	6%	1%	9%	5%	2%	11%	1%
Cc1cc(N2CCOCC2)n2ncc(-c3ccc(Cl)cc3)c2n1	5%	-4%	4%	14%	5%	-7%	i	·
COC(=O)c1ccsc1NC(=O)c1ccccc1	-2%	7%	2%	·	-5%	1%	-11%	0%
CCS(=O)(=O)N1CCN(c2ccc(C(=O)NC3C4CC5CC(C4)CC3C5)cc2[N+](=O)[O-])CC1 (centres undefined)	-1%	13%	-10%	6%	6%	-13%	-3%	-9%
O=C(O)/C=C/C(=O)NC1CCCCC1	-1%	-9%	5%	-2%	-1%	3%	3%	-7%
O=C(NCCc1ccccc1F)C1CCCN1S(=O)(=O)c1ccc2ccccc2c1 (centres undefined)	-4%	6%	-4%	-5%	-5%	2%	5%	-3%
NS(=O)(=O)c1ccc(NC(=S)NCC2CCCO2)cc1 (centres undefined)	2%	-1%	1%	9%	-2%	-17%	-1%	6%
CCCOC(=O)c1ccc(NC(=O)COC)cc1	-2%	-20%	8%	·	2%	-6%	-3%	6%
COC(=O)c1ccccc1OCC(=O)N1CCN(c2ccc(Cl)cc2)CC1	2%	-1%	-3%	1%	13%	-4%	-8%	1%
O=C(NC1(C(F)(F)F)NC(=O)N(C2CCCCC2)C1=O)C1CC1 (centres undefined)	-2%	-9%	7%	-2%	6%	1%	i	·
Cc1cnc(CN(C)Cc2c(C(=O)N3CCc4ccccc4C3)nc3ccc(Cl)cn23)[nH]1	0%[53 µM]	-12%[53 µM]	0%	-7%	28%	-4%	i	-4%
Cc1c(Cl)cnc(NC(=O)COC(=O)c2ccc([N+](=O)[O-])s2)c1Cl	3%	-12%	16%	?	12%	-5%	28µM*	2%
CC(C)CNC(=O)COC(=O)c1n[nH]c2ccccc12	-3%	-2%	1%	4%	-6%	-16%	-1%	-15%
COc1ccc(/C=C2\SC(=S)N(CC(=O)N3CCN(C)CC3)C2=O)cc1	-1%	-11%	4%	-8%	8%	2%	-2%	·
CCOc1ccc(-c2cc3nc(C4CCN(C(=O)OC(C)(C)C)CC4)c(C(=O)O)cn3n2)cc1	-1%	-19%	11%	32%[activator]	28%	-6%	-7%	?
CCCCNS(=O)(=O)c1ccc2nc(SCC(=O)Nc3cc(C)cc(C)c3)[nH]c2c1	-6%	-4%	-14%	1%	12%	1%	-6%	-8%

Rewritten with two lines to a compound: part of the list above
Each structure is followed by: TR SRC2 fluor cs | TRb-SRC2 inh | GAA glycogen | L3MBTL1 inh | GoLoco inh red | GAA spleen mod | RECQ1 helicase | GAA inhib
CCS(=O)(=O)N1CCN(c2ccc(C(=O)NC3C4CC5CC(C4)CC3C5)cc2[N+](=O)[O-])CC1 (centres undefined)
  -1% | 13% | -10% | 6% | 6% | -13% | -3% | -9%
O=C(O)/C=C/C(=O)NC1CCCCC1
  -1% | -9% | 5% | -2% | -1% | 3% | 3% | -7%
O=C(NCCc1ccccc1F)C1CCCN1S(=O)(=O)c1ccc2ccccc2c1 (centres undefined)
  -4% | 6% | -4% | -5% | -5% | 2% | 5% | -3%
NS(=O)(=O)c1ccc(NC(=S)NCC2CCCO2)cc1 (centres undefined)
  2% | -1% | 1% | 9% | -2% | -17% | -1% | 6%
CCCOC(=O)c1ccc(NC(=O)COC)cc1
  -2% | -20% | 8% | · | 2% | -6% | -3% | 6%

Following part.
SMILES	TR SRC2 fluor cs	TRb-SRC2 inh	GAA glycogen	L3MBTL1 inh	GoLoco inh red	GAA spleen mod	RECQ1 helicase	GAA inhib
O=C1NC(c2ccc(-c3ccccc3[N+](=O)[O-])o2)C(C(=O)c2ccc(Cl)cc2)C(O)(C(F)(F)F)N1 (centres undefined)	1%	-1%	-9%	-14%	2%	1%	-1%	?
CCOC(=O)c1[nH]c2ccccc2c1NC(=O)Nc1ccc(OC)cc1	0%	-20%	-2%	4%	3%	3%	-2%	5%
Cc1cc(C(=O)CSc2nnc(-c3ccncc3)n2-c2ccccc2)c(C)n1C	1%	-1%	2%	-24%	7%	4%	?	5%
O=C(CSc1nnc(-c2ccc(OC(F)F)cc2)o1)N1CCOCC1	1%	-2%	7%	4%	-1%	0%	i	-13%
C/C(=N\N1CCN(c2ccccc2)CC1)c1cccs1	-3%	-2%	-12%	·	0%	6%	-6%	·
CCOc1ccc(NC(=O)C(C)Oc2ccccc2C(=O)Nc2ccc(C)c(Cl)c2)cc1 (centres undefined)	-1%	-12%	-15%	0%	7%	-16%	?	-6%
CCCCNC(=O)COc1ccccc1[N+](=O)[O-]	-3%	-3%	-2%	15%	-9%	-9%	0%	3%
COC(=O)C(C)(C)ONC(=O)Nc1ccccc1Br	0%	-8%	-1%	-4%	9%	-3%	i	-2%
CC(=O)c1cccc(NC(=S)NC(=O)c2ccccc2Br)c1	3%	1%	1%	-4%	-3%	6%	-8%	5%
N#Cc1nc(Cc2cccc3ccccc23)oc1N1CCOCC1	-2%	2%	9%	?	8%	-10%	-11%	-5%
O=C(NC(Cc1c[nH]c2ccccc12)c1nnc2n1CCCCC2)c1ccc(Cl)cc1 (centres undefined)	-4%	-3%	-3%	-4%	-6%	-11%	-9%	-1%
CN(C(=O)c1ccc(-c2nn(C)c(=O)c3ccccc23)cc1)c1ccccc1	-2%	2%	-11%	·	-5%	-22%	-10%	-15%

Quoted from the listing:
Cc1cc(C(=O)CSc2nnc(-c3ccncc3)n2-c2ccccc2)c(C)n1C in TRb-SRC2 inh: -1%
O=C(NC(Cc1c[nH]c2ccccc12)c1nnc2n1CCCCC2)c1ccc(Cl)cc1 (centres undefined) in GoLoco inh red: -6%
C/C(=N\N1CCN(c2ccccc2)CC1)c1cccs1 in TR SRC2 fluor cs: -3%

Source: PubChem (National Center for Advancing Translational Sciences (NCATS))

This is a subset; count on the stated rates, not on these rows.
